Screening data deposited in PubChem BioAssay by The Scripps Research Institute Molecular Screening Center.
M1 ag – human M1 muscarinic receptor agonists, primary screen, Fluo-8 calcium fluorescence, CHO-K1 cells, HTS; 360,000 compounds, 0.33% hits; CHO-K1 hM1, agonist mode; 0% DMSO, 100% acetylcholine EC100; AID 588814, 2011; Muscarinic acetylcholine receptor M1 (Homo sapiens), P11229; activation, % at 3 µM;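 active = activation above the run's mean compound activation plus 3 SD, cut at about 16% in these data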;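 also: peak over basal fluorescence ratio within a 140 s kinetic read after compound addition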
Target sequence (P11229 whole entry, looked up): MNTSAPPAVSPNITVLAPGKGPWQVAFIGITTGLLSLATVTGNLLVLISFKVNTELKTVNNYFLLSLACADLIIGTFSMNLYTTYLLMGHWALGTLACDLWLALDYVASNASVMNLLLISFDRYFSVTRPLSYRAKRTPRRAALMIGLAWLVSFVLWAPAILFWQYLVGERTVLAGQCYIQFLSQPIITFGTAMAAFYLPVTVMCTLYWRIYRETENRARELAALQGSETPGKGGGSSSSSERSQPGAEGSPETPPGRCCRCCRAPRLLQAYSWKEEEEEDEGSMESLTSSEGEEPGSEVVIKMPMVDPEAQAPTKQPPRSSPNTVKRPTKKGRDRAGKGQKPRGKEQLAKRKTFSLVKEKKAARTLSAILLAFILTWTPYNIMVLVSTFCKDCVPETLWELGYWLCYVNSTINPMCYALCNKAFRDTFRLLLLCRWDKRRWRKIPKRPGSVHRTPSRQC
CHO-K1 Ca antag – M1 antagonist counterscreen hit in parental CHO-K1 cells; ATP-induced calcium, Fluo-8 fluorescence; inhibition, % at 3 µM; 360,000 compounds, 0.6% hits; AID 602250;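 active = inhibition above a per-plate cutoff, the plate's mean sample inhibition plus 3 SD, cut at about 24% in these data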;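 also: 0% = DMSO plus EC80 ATP and 100% = DMSO alone without ATP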
OXTR potentiator – human OXTR potentiators, primary screen, fluorescence, CHO-OTR cells, Fluo-8 calcium. Oxytocin receptor (Homo sapiens), P30559. Fluo-8 calcium fluorescence, potentiator mode; 0% = oxytocin EC15, 100% = EC100. activation, % at 3 µM. 320,000 compounds, 0.061% hits;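 active = activation above that plate's cutoff, the mean activation of tested compounds plus 3 SD, cut at about 6.6% in these data, passing the limit was not always enough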;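 also: 100% uses oxytocin at 75 nM as the full agonist control; some results filed as inactive read as strong as hits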
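Assay system: CHO cell line stably expressing human OTR | Also added: Oxytocin at about EC15, sub-maximal agonist stimulus | Times: Compound 6 min at room temperature before oxytocin, 100 s read | Measured by: Fluo-8 intracellular calcium fluorescence, ex 470-495, em 515-575 nm | Controls: EC15 oxytocin alone as 0%, 75 nM oxytocin as 100%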
TAAR1 antagonist – human TAAR1 antagonists, primary screen, Fluo-8 calcium fluorescence, CHO RD-HGA16 cells. Trace amine-associated receptor 1 (Homo sapiens), Q96RJ0. antagonist. inhibition, % at 3 µM. 360,000 compounds, 1.5% hits. AID 624466, 2012;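 active = inhibition above a per-plate cutoff, the mean inhibition of test compounds on that plate plus 3 SD, cut at about 49% in these data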;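 also: 0% = DMSO plus EC80 beta-PEA response and 100% = DMSO alone without agonist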
Target sequence (Q96RJ0 whole entry, looked up): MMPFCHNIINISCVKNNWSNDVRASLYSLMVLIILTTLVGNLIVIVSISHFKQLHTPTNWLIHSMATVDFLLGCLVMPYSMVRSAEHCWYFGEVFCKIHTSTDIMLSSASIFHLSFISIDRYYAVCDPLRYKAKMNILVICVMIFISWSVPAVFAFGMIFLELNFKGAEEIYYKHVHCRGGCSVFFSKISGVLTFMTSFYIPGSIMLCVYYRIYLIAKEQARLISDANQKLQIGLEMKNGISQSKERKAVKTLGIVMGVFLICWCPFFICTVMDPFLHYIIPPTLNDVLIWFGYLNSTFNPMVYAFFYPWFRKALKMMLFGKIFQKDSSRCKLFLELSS
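test system = CHO RD-HGA16 cells bearing hTAAR1 | replication = singlicate | controls = DMSO-only wells and EC80 β-PEA-stimulated wells | reagent = EC80 β-phenethylamine stimulus | read-out basis = percent inhibition of PEA-evoked calcium signal, max/basal emission ratio | schedule = seeding 17-24 h prior, 75-min 37 °C, 30-min RT dye loading | signal = kinetic Fluo-8 calcium fluorescence measurement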
CHO-K1 Ca PAM – nonselective calcium activators in parental CHO-K1 cells, primary screen, counter-screen for M1 PAM project, cell-based, Fluo-8 calcium fluorescence, full deck, 1536-well. ATP EC20; 0% at ATP EC20, 100% at ATP max. activation, % at 3 µM. 360,000 compounds, 0.02% hits;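 active = activation above the run cutoff, the mean activation of all test compounds plus 3 SD, cut at about 40% in these data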;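 also: peak over basal fluorescence ratio in a 140 s read after ATP addition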
CHO-K1 Ca ag – counter-screen for M1 agonists: effect in parental CHO-K1 cells; Fluo-8 calcium fluorescence; scaled to maximal ATP response, vehicle zero; activation, % at 3 µM; 360,000 compounds, 0.48% hits; in the data active = activation above about 15%;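 also: untransfected CHO-K1 host cells lacking M1 receptor as counterscreen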
CHRM1 antagonist – human M1 muscarinic receptor antagonists, primary screen, CHO-K1 cells, Fluo-8 calcium fluorescence, 1536-well; Muscarinic acetylcholine receptor M1 (Homo sapiens), P11229; CHO-K1 hM1, ACh EC80 antagonist; inhibition, % at 3 µM; 360,000 compounds, 1.3% hits; AID 588852, 2011;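 active = percent inhibition above its own plate's cutoff, namely the mean of that plate's compound wells plus 3 SD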;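 also: peak over basal fluorescence ratio during 140 s after agonist addition; 0% = ACh EC80 plus DMSO and 100% = DMSO alone without agonist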
TAAR1 ag – human TAAR1 agonists, primary screen, Fluo-8 calcium fluorescence, CHO RD-HGA16 cells | activation, % at 3 µM | vehicle wells 0%, saturating PEA agonist 100% | 360,000 compounds, 0.99% hits;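 active = activation above the mean activation of all test compounds in the run plus 3 SD, cut at about 38% in these data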
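Repeats: no replicates (n 1) | Material: CHO-derived RD-HGA16 cells with stable Gα16 and human TAAR1 | Technique: Kinetic Fluo-8 calcium fluorescence | Schedule: 17-24 h seeding, 75 min 37 °C dye, 30 min RT | Evaluation: % activation from peak over basal fluorescence ratio, DMSO-to-PEA scaled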
CHO parental Ca – ATP-evoked calcium signal inhibitors, parental CHO, primary screen, counter-screen for OX1R antagonist project, cell-based, fluorescence, Fluo-8 calcium dye; parental CHO-K1, ATP-induced calcium, Fluo-8 fluorescence; inhibition, % at 5.6 µM; 330,000 compounds, 0.63% hits;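 active = inhibition above that plate's mean sample inhibition plus 3 SD, cut at about 26% in these data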;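 also: 0% = ATP-challenged DMSO wells and 100% = DMSO wells without ATP; some compounds past the cut are filed as inactive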
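material = parental CHO cells | also added = ATP as calcium-mobilizing challenge | dosing = single point at 5.6 µM | detection = intracellular calcium via Fluo-8 no-wash fluorescent dye | read-out = % inhibition | benchmarks = low control ATP plus DMSO, high control DMSO only | repeats = one well per compound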
* marks the source's active call; other numbers are inactive results; . = not tested or not shown.

SMILES	M1 ag	CHO-K1 Ca antag	OXTR potentiator	TAAR1 antagonist	CHO-K1 Ca PAM	CHO-K1 Ca ag	CHRM1 antagonist	TAAR1 ag	CHO parental Ca
Cc1onc(C(=O)Nc2sc3c(c2C#N)CCCC3)c1[N+](=O)[O-]	-8.3	-11.0	-2.5	-18.0	12.6	1.1	-5.8	2.9	-21.4
COc1cc2c(cc1OC)C(COc1ccccc1OC)N(C(=O)C(C)C)CC2 (stereo not drawn)	-3.6	-7.5	-11.4	-9.2	1.0	0.4	-2.3	1.2	-16.9
CSCc1ccc(C(=O)NC2CC(C)(C)Cc3c2cnn3-c2ccc(F)cc2)o1 (stereo not drawn)	-3.8	13.5	-2.5	-27.9	12.4	7.8	-2.4	4.5	-17.4
COc1ccc(CNC(=O)C(=O)NCCC2CCCCN2S(=O)(=O)c2ccc(C)cc2)cc1 (stereo not drawn)	-3.3	-8.0	-11.8	15.9	-4.5	1.2	1.1	3.4	-23.4
COc1ccccc1N1CCN(C(=O)CCCn2nc(C)c([N+](=O)[O-])c2C)CC1	-4.0	-9.4	-0.5	-3.8	-8.3	1.9	0.8	3.7	-21.6
CCOc1cc2[nH]c(=O)n(CCCC(=O)NCc3ccco3)c(=O)c2cc1OCC	-2.2	-2.2	-8.8	-6.8	9.9	0.2	-2.5	0.4	24.8
O=C(CN1CCN(C(=O)c2ccco2)CC1)Nc1ccc(F)cc1F	-2.8	0.1	-4.0	-7.9	-6.4	6.2	-2.5	-0.3	-15.4
CCO[C@H]1OC(C(=O)NC2CC2)=C[C@@H](c2ccc3c(c2)OCO3)[C@@H]1CCCO	0.0	-1.5	-11.9	12.9	-14.7	0.0	4.3	6.2	-6.9
Cc1cccc(C)c1NC(=S)N(CCN(C)C)Cc1cccs1	-6.9	-3.9	0.5	-16.8	-5.6	0.2	3.9	2.5	1.7
CCOc1ccccc1N1CC(C(=O)N2CCOCC2)CC1=O (stereo not drawn)	-2.5	-7.4	-3.8	4.0	7.6	0.5	6.3	4.5	-2.6
O=C(CSc1nncn1-c1ccccc1)NC1CCCC1	-1.0	-3.1	-1.9	-6.7	19.5	1.9	-14.6	4.1	-6.2
Cc1ccccc1-n1c(SC(C)C(=O)N2CCN(C)CC2)nc2ccccc2c1=O (stereo not drawn)	-3.8	2.4	-9.5	.	1.5	-0.1	5.8	.	-2.3
COc1cc(/C=N/N(C)S(=O)(=O)c2ccc(C)cc2)cc([N+](=O)[O-])c1O	-4.9	-14.1	-8.7	-24.0	3.5	1.1	-4.3	-2.7	-6.5
CCOC(=O)c1c(NC(=S)NCC2CCCO2)sc(C)c1C (stereo not drawn)	-10.3	7.1	-14.1	-13.2	6.6	2.2	0.7	6.8	-9.9
CCc1ccc(NC(=O)c2cc(-c3cccs3)on2)cc1	-2.7	8.1	-0.4	-34.6	-13.7	0.4	-3.1	-1.1	-8.7
Cc1nc2ccccn2c1/C(O)=C1\C(=O)C(=O)N(CCCn2ccnc2)C1c1ccncc1 (stereo not drawn)	-3.5	1.3	-12.6	-7.4	8.1	-0.3	0.2	6.7	-5.2
O=C1OC2(CCCCC2)OC(=O)C1=CNc1nccs1	-3.3	10.5	-1.6	-1.0	-4.8	-0.1	22.8	-1.1	5.5
O=S(=O)(Nc1nc2ccccc2nc1Cl)c1ccc2ccccc2c1	-3.8	2.8	-6.9	-30.3	8.9	4.2	-1.3	-0.5	-4.2
CNc1snc(C)c1C(=O)OC(C)C(=O)c1ccc(F)cc1 (stereo not drawn)	-3.0	-8.4	-8.8	2.0	7.6	9.8	6.6	6.5	-19.7
CN(C)CCCNC(=O)CCc1ncc(C(F)(F)F)cc1Cl	-11.6	18.4	-3.1	9.3	-11.5	-0.2	3.0	5.6	0.1
O=C(NC1C=CS(=O)(=O)C1)c1sc2ccccc2c1Cl (stereo not drawn)	-4.5	-30.2	-0.5	-10.4	19.3	1.2	-32.5	6.0	-18.8
Cc1sc2nc3ccc(NCc4ccco4)nn3c(=O)c2c1C	-3.1	-8.4	-2.1	2.3	16.5	0.4	-7.5	10.1	-19.4
CCOc1cc(/C=C2/C(=O)ON=C2C)cc(Br)c1O	-4.4	-1.5	-7.5	9.9	-11.6	0.5	-10.6	12.0	-9.0
COCCC1CCCCN1C(=O)c1cc(COc2ccc(-n3cncn3)cc2)on1 (stereo not drawn)	6.5	25.4*	-15.0	9.5	-16.8	15.0	31.1*	5.6	53.0*
CCN(CC)CCN1C(=O)C(O)=C(C(=O)c2cc3cccc(OC)c3o2)C1c1ccc(F)cc1 (stereo not drawn)	-6.3	-10.2	5.1	-0.2	27.3	1.6	-13.8	-0.1	-4.2

(listing goes on)
SMILES	M1 ag	CHO-K1 Ca antag	OXTR potentiator	TAAR1 antagonist	CHO-K1 Ca PAM	CHO-K1 Ca ag	CHRM1 antagonist	TAAR1 ag	CHO parental Ca
COc1ccc(S(=O)(=O)N2CCc3ccccc32)cc1C(=O)N(CC(C)C)C1CCS(=O)(=O)C1 (stereo not drawn)	-6.8	-14.8	-0.6	1.3	15.9	0.6	-5.5	-0.9	-27.2
Cc1ccc(C2=Nc3ccccc3N=C(C(Cl)Cl)C2)cc1	-3.2	-12.9	-18.9	-9.3	14.9	0.1	-0.6	21.7	-13.0
Cc1ccc(N2CC(NC(=O)C(=O)c3c[nH]c4ccccc34)CC2=O)cc1C (stereo not drawn)	1.3	-10.7	-3.9	-5.9	15.3	1.1	-10.2	3.1	-7.6
NC(N)=N/N=C/c1cc([N+](=O)[O-])ccc1O	-2.9	7.8	-3.6	-14.1	4.0	0.2	-5.2	1.2	-10.2
COc1ccc(NS(=O)(=O)c2cc(NC(=O)c3ccc(C)o3)ccc2N2CCCCC2)cc1	-6.6	7.7	-14.4	2.2	-8.3	0.8	10.1	2.4	15.5
CCCc1nc2ccccc2c(C(=O)O)c1CC	-1.8	-7.6	-15.8	-0.8	10.1	-0.5	-28.6	1.0	-3.6
CCn1c(=O)c(=O)[nH]c2c(=O)oc3ccc(S(=O)(=O)Nc4ccc(OC)cc4)cc3c21	-0.3	-7.5	-12.0	-7.5	-5.8	-0.3	-5.3	-2.3	10.6
COc1cc2c(cc1OC)C(C)N(C(=O)c1sccc1C)CC2 (stereo not drawn)	-2.2	-17.1	-2.8	-22.1	12.1	0.8	-13.4	-2.2	0.4
CN(c1ccccc1)S(=O)(=O)c1cccc(NC(=O)c2cc3ccccc3oc2=O)c1	-2.6	-5.7	-4.0	-28.3	-2.5	0.3	9.8	0.4	-12.7
O=C(CCCc1c[nH]c2ccccc12)NCc1ccccc1F	-3.3	5.3	-9.8	1.9	-11.0	-0.5	-5.3	0.5	-6.1
CC(CN1CCCC1)OC(=O)Cc1ccc(Cl)cc1 (stereo not drawn)	-1.5	-2.1	-7.7	-9.5	6.2	-0.1	-7.8	6.4	0.5
CCOC(=O)C1=CN(Cc2ccco2)S(=O)(=O)N(CC)C1c1ccc(F)c(Cl)c1 (stereo not drawn)	-5.5	-13.5	.	31.8	0.0	0.5	-3.3	0.8	-25.0
CC(C)(C)NC(=O)NC(=O)COC(=O)Cn1cnc2ccccc2c1=O	-6.0	-11.0	-6.2	3.3	11.8	0.3	-5.4	5.4	14.0
O=C(NC1CC1)c1cc2cc3ccccc3nc2s1	-1.9	0.9	2.0	-14.0	17.1	0.9	-12.2	2.4	-4.9
Cc1ccnc(Nc2nc(-c3ccc(O)c(O)c3)cs2)c1	-0.5	0.5	-3.9	14.2	16.7	1.9	-13.0	1.4	10.9
CC(C)OC(=O)/C(=C\c1ccc2c(c1)c1ccccc1n2C)NC(=O)c1ccccc1	-2.4	-1.0	-7.5	49.5*	12.6	2.5	12.2	4.1	3.6
Oc1ccc2ccccc2c1N=Nc1ccc(F)cc1	-4.3	10.6	-6.0	-13.2	14.8	-0.2	-5.3	-3.2	-1.0
CCOC(=O)Cc1ccc(NC(=O)c2ccc(C(C)(C)C)cc2)cc1	-6.0	-7.3	-12.1	10.9	24.1	0.9	-31.5	9.9	-3.9
Cc1nc2ccccc2c(=O)n1N(c1ccccc1)c1ccccc1	-1.1	-7.9	-2.7	31.0	20.1	1.7	2.2	3.2	-13.4
O=C(Nc1ccncc1)c1cn(-c2ccccc2)nc1-c1cccs1	-3.0	-7.8	-9.9	40.5	9.7	1.1	-4.7	19.3	8.8
O=[N+]([O-])c1ccc(/C=N/Nc2nc(N3CCOCC3)nc(N3CCOCC3)n2)cc1	-2.8	-3.1	-3.0	.	10.2	1.0	-11.2	.	-3.8
O=S1(=O)N=C(N/N=C/c2ccco2)c2ccccc21	-7.2	-11.1	-13.9	-11.6	13.6	0.8	-5.5	3.4	-6.9
OCC[C@@H]1C[C@@H](O)[C@H](O)[C@]2(CCc3ccccc3O2)O1	-4.2	-1.8	-14.7	18.1	6.2	0.3	-2.3	3.7	0.9
Cc1ccc(S(=O)(=O)N(CC(=O)NCc2ccccc2Cl)C(=O)N2CCN(C)CC2)cc1	-4.9	1.3	6.6	-0.8	-2.0	-0.1	4.4	0.4	4.5
O=C(CCn1cncn1)N1CCCC(N2CCN(c3cccc(C(F)(F)F)c3)CC2)C1 (stereo not drawn)	-4.2	8.4	-3.2	-36.7	-22.4	0.1	18.5	0.7	-8.8
CCn1c(SCC(=O)c2ccccc2)nc2c(c1=O)SC(C)C2 (stereo not drawn)	-4.8	-28.7	1.2	-29.5	18.2	4.7	-27.1	5.9	-10.3
c1ccc2c(c1)ccc1nnc(SCc3ccc4c(c3)OCO4)n12	-4.2	1.5	-5.9	-24.8	-6.7	0.6	3.9	1.8	-14.2

3 of the entries above in order of the OXTR potentiator value, descending:
smiles	M1 ag	OXTR potentiator	CHRM1 antagonist
O=[N+]([O-])c1ccc(/C=N/Nc2nc(N3CCOCC3)nc(N3CCOCC3)n2)cc1	-2.8	-3.0	-11.2
Cc1ccc(N2CC(NC(=O)C(=O)c3c[nH]c4ccccc34)CC2=O)cc1C (stereo not drawn)	1.3	-3.9	-10.2
Oc1ccc2ccccc2c1N=Nc1ccc(F)cc1	-4.3	-6.0	-5.3
